High-throughput results deposited in PubChem BioAssay by several laboratories.
Ecoli viability – E. coli V3065 growth inhibition, primary screen, counter-screen for AddAB inhibitor project, absorbance, OD600; AID 449728, 2010; inhibition, % at 11.9 µM; 18 h; actives 0.27% (n = 330,000);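 active = inhibition above the campaign's mean inhibition across all tested compounds plus 3 SD, cut at about 9.9% in these data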;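 also: uninfected addAB+ strain grown without phage in ampicillin broth; 0% = DMSO wells and 100% = ciprofloxacin 0.95 µg/ml wells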
Wnt bcat act – Wnt/beta-catenin pathway activators, primary screen, cell-based, plate reader, single point; Wnt/beta-catenin reporter cell assay, activator; activation, % at 9.35 µM; actives 1.2% (n = 300,000); AID 743398, 2014; in the data active = activation above about 30%, passing the limit was not always enough;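 also: 0% = neutral control wells and 100% = positive control wells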
SR-BI DiI-HDL act – activators of SR-BI mediated DiI-HDL uptake, primary screen, ldlA[mSR-BI] CHO cells, DiI fluorescence. actives 0.096% (n = 320,000). 3 h; 100 = double the neutral-control signal. AID 504775, 2011. activation, % at 12.5 µM;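 active = mean replicate activation of at least 60% and every replicate at or above 60%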;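 also: 0% = median plate neutral-control signal and 100% = twice that signal; values of inactives mirror those of a sister screen read the other way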
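Material: SR-BI-overexpressing, LDLR-lacking CHO cells; schedule: compound exposure 3 h, 37 °C; reagent: DiI-labelled HDL at 10 µg/mL final; technique: bottom-read fluorescence, 550/595 nm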
Tat transport – E. coli Tat export inhibitors, primary screen, MC4100, TorA-mCherry reporter, fluorescence, single point; inhibition, % at 10 µM; actives 0.036% (n = 340,000);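 active = mean replicate inhibition at least 50% and at least half of replicates individually reaching 50%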;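 also: exported cargo escapes ClpAP degradation while cytoplasmic cargo is degraded and loses fluorescence; 0% = median of neutral control wells and 100% = median of NaSCN control wells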
CAL PDZ FP-1 – untagged CAL PDZ binding inhibitors, primary screen, biochemical, fluorescence polarization, HTS. inhibition, % at 24.9 µM. actives 0.92% (n = 300,000). AID 602252, 2012. purified CAL PDZ, TMR-peptide fluorescence polarization, 1 h;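 active = mean inhibition of at least 30% with at least half of replicates also reaching 30%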;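 also: 0% = DMSO neutral control and 100% = excess unlabeled competitor peptide PRC23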
AddAB inh – growth inhibition of E. coli expressing H. pylori AddAB, primary screen, AddAB inhibitor project, absorbance; AID 435030, 2010; actives 0.29% (n = 330,000); inhibition, % at 11.9 µM; in the data active = inhibition above about 12%;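 also: 0% = vehicle wells of infected cells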
SR-BI HDL uptake – inhibitors of SR-BI mediated HDL lipid uptake, primary screen, ldlA[mSR-BI] cells, fluorescence, single point; ldlA[mSR-BI] CHO cells, DiI-HDL uptake fluorescence, 3 h; Scavenger receptor class B member 1 (Mus musculus), Q61009; actives 0.96% (n = 320,000); inhibition, % at 12.5 µM;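 active = mean replicate inhibition of at least 70% and a set share of replicates each scoring 70 or more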;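 also: 0% = median of neutral control wells and 100% = median of positive control wells; values of inactives mirror those of a sister screen read the other way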
Target sequence (Q61009 whole entry, looked up): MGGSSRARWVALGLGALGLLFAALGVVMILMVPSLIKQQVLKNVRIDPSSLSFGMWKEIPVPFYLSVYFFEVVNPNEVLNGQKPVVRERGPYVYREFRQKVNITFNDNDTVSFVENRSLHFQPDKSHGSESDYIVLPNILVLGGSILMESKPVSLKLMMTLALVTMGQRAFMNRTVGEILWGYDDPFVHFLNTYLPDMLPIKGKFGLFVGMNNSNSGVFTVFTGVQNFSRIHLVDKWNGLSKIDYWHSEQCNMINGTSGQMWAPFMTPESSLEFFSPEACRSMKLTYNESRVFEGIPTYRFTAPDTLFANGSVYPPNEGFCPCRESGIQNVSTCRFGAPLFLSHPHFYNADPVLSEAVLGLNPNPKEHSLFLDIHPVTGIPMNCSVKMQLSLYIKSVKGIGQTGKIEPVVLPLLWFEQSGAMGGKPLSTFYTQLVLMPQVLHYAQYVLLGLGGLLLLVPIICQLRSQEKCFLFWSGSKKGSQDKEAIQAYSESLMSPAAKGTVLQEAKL
CAL PDZ FP-2 – CAL PDZ peptide-binding inhibitors, primary screen, biochemical, fluorescence polarization, Cer-tagged CAL PDZ, HTS | Golgi-associated PDZ and coiled-coil motif-containing protein (Homo sapiens), Q9HD26 | purified CAL PDZ, TMR-peptide fluorescence polarization, 1 h | inhibition, % at 20 µM | actives 0.02% (n = 330,000) | AID 504414, 2011;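 active = highest replicate inhibition of at least 40%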;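 also: plate controls were DMSO neutral control wells for no effect and unlabeled competitor peptide control wells for full effect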
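System: purified tagged CAL PDZ domain construct (CerCALP). Schedule: 1 h incubation at room temperature before polarization reading. Medium: 25 mM sodium phosphate pH 7.4, 150 mM NaCl, TCEP, IgG, Thesit. Read-out: percent inhibition from loss of millipolarization. Measured by: FP readout, S and P plane fluorescence. Probe or stimulus: fluorescent TMR peptide probe.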
phage Ecoli inh – growth loss of phage-infected E. coli, primary screen, RecBCD inhibitor project, absorbance, with phage, HTS. inhibition, % at 11.9 µM. actives 0.26% (n = 360,000); in the data active = inhibition above about 11%
MITF act – activators of MITF-driven TRPM1 promoter reporter, primary screen, cell-based, SK-MEL-5, luciferase, single point; SK-MEL-5 TRPM1-promoter luciferase, 24 h; % of positive control, neutral wells = 0; activation, % at 12.5 µM; actives 0.75% (n = 300,000); AID 588334, 2011;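 active = mean activation of at least 80% with every replicate also reaching 80%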;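 also: 0% = neutral control wells and 100% = parthenolide positive control wells; values of inactives mirror those of a sister screen read the other way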
The depositor's hits bear a star; · = no result given; & = joins results of further samples.

The line under a structure holds: CAL PDZ FP-2	Tat transport	SR-BI DiI-HDL act	CAL PDZ FP-1	phage Ecoli inh	AddAB inh	Ecoli viability	Wnt bcat act	MITF act	SR-BI HDL uptake
Cn1ncc2c(Nc3ccc(Cl)cc3)ncnc21
  -2.9	-5	-11	·	2.9	3.8	2.7	2	29	11
COc1ccc(NC(=O)c2c(C(F)(F)F)nn(C)c2Cl)cc1
  -1.3	-4	-8	-7	8.2	-1.0	-1.7	0	3	8
COc1ccc(C(CNC(=O)c2nn(-c3ccccc3)c(=O)c3ccccc23)N2CCOCC2)cc1 (centres undefined)
  0.3	4	2	·	0.5	·	·	-1	-3	-2
Cc1cccc(N2CCN(C(=O)c3c(C)nn(Cc4ccccc4Cl)c3C)CC2)c1C
  0.0	11	-52	7	0.8	-0.9	-0.7	·	-20	52
Cc1noc(C)c1COc1ccccc1C(=O)NNC(=O)c1ccccc1
  -1.4	4	13	-5	2.0	4.5	-0.2	2	-5	-13
Cc1cc(N(CC(=O)NC2CC2)S(C)(=O)=O)ccc1Br
  -2.7	7	35	1	1.9	1.1	0.5	-2	-3	-35
CCOc1cc(/C=C(/C#N)c2nc3ccccc3[nH]2)ccc1OCc1ccc(C(=O)O)o1
  -12	6	-15	·	1.8	2.4	-0.9	·	-7	15
COc1ccc(-c2cc(=O)oc3c(C)c(O)c(CN(C)C)cc23)cc1
  -0.5	-7	-20	-2	2.0	0.3	-2.8	-2&1	·	24
COc1cccc(C(=O)Nc2cc(=O)n(C)c(=O)n2C)c1
  -0.4	-2	16	·	1.6	-1.2	-4.0	-1	3	-16
CCCCNC(=O)c1cc2c(=O)n(CC)c3ccccc3c2s1
  -0.7	5	-73	-7	0.7	-1.1	0.7	7	10	73*
Cc1cc(C(=O)O)ccc1-c1ccc(/C=C2\SC(=O)N(CC(=O)Nc3ccc4c(c3)OCO4)C2=O)o1
  -4.9	-3	2	-6	-0.3	·	·	0	-6	-2
CCC(=O)Nc1cc2c(cc1C(=O)c1ccccc1)OCCO2
  0.1	-7	20	0	-3.3	4.0	-0.6	·	13	-20
CCN(Cc1ccccc1)C(=O)Cn1c(=O)n(-c2ccc(OC)cc2OC)c(=O)c2c(C)c(C)sc21
  0.3	12	·	5	0.0	-0.9	-0.1	12	5	·
CCC(C)[C@H](NC(=O)NCc1cccs1)C(=O)OC (some centres undefined)
  -0.6	3	11	-4	2.5	0.2	0.1	0	-3	-11
Nc1nc(COC(=O)c2ccc3c(c2)OCCO3)nc(Nc2ccccc2)n1
  0.0	10	-1	-5	0.2	4.2	1.9	-1	-1	1
O=C(CSc1ccc(C(F)(F)F)cn1)Nc1ccccc1
  -0.2	-6	-7	·	7.5	-0.9	-3.0	3	2	7
COc1ccc(Cc2nc3c4c(ncn3n2)Oc2c(ccc3ccccc23)C4c2ccc(OC)c(OC)c2)cc1 (centres undefined)
  -3.3	3	-5	-4	1.6	3.0	-1.4	-1	0	5
Cc1ccccc1OCCC(=O)N(Cc1ccccc1)c1c(N)n(Cc2ccccc2)c(=O)[nH]c1=O
  -1.9	-6	-14	-2	1.7	3.9	0.9	-1	-5	14
Cc1noc(C)c1S(=O)(=O)N1CCN(C(c2ccccc2)c2ccc(Cl)cc2)CC1 (centres undefined)
  -0.3	-3	-37	·	1.2	4.1	1.2	-9	·	37
CCCCCCCn1c2c(c(=N)c3c1CCC3)CCCC2
  -0.2	2	-12	1	5.9	·	·	-6	-67	12
COc1ccc(N(C(=O)CCl)C(C)(C(=O)Nc2c(C)cccc2C)c2ccccn2)cc1 (centres undefined)
  -0.5	-11	25	1	·	0.0	-1.4	·	21	-25
c1ccc(NCCC2OCC3(CO2)COC(CCNc2ccccc2)OC3)cc1 (centres undefined)
  0.4	4	-18	-3	1.5	·	·	2	0	18
COCC(=O)N(C)c1nnc(-c2cnc(C)cn2)s1
  -1.5	4	15	2	0.6	-0.2	-0.4	·	15	-15
Cc1ccccc1Nc1scc(-c2ccc(Br)cc2)[n+]1-c1ccccc1C
  -1.6	0	0	-1	4.0	-1.8	-1.9	-1	3	0
COc1cc(Cl)c(C)cc1NC(=O)Cn1c(NCCO)nc2ccccc21
  0.1	-5	·	-3	-0.5	-0.4	1.2	-1	8	·
CCCNC(=O)C(Cc1ccccc1)NC(=O)c1ccccn1 (centres undefined)
  -0.2	-4	4	-3	1.4	-1.6	-3.0	-3	-6	-4
COc1ccc(N2CCN(C(=S)NCc3ccc(C)cc3)CC2)cc1
  0.0	5	·	32*	3.5	1.7	1.1	-2	-9	·
CC1CCCCN1CCCNC(=O)CN1C(=O)CSc2ccc(S(=O)(=O)N3CCOCC3)cc21 (centres undefined)
  -1.7	-2	6	3	2.6	2.7	0.2	0	10	-6
N#Cc1nc(-c2ccc(OCc3ccc(Cl)cc3)cc2)oc1NCc1cccnc1
  -0.7	-7	·	0	3.9	2.0	1.7	·	36	32
CNc1nc(SCC(=O)Nc2ccccc2)nc(N2CCOCC2)n1
  -2.2	-5	9	-3	2.0	3.0	-0.4	-2	2	-9

Sorted by length of the SMILES (largest number first): 7 of the compounds above
The line under a structure holds: CAL PDZ FP-2	Tat transport	SR-BI DiI-HDL act	CAL PDZ FP-1	phage Ecoli inh	AddAB inh	Ecoli viability	Wnt bcat act	MITF act	SR-BI HDL uptake
COc1ccc(Cc2nc3c4c(ncn3n2)Oc2c(ccc3ccccc23)C4c2ccc(OC)c(OC)c2)cc1 (centres undefined)
  -3.3	3	-5	-4	1.6	3.0	-1.4	-1	0	5
Cc1ccccc1OCCC(=O)N(Cc1ccccc1)c1c(N)n(Cc2ccccc2)c(=O)[nH]c1=O
  -1.9	-6	-14	-2	1.7	3.9	0.9	-1	-5	14
CC1CCCCN1CCCNC(=O)CN1C(=O)CSc2ccc(S(=O)(=O)N3CCOCC3)cc21 (centres undefined)
  -1.7	-2	6	3	2.6	2.7	0.2	0	10	-6
Cc1noc(C)c1S(=O)(=O)N1CCN(C(c2ccccc2)c2ccc(Cl)cc2)CC1 (centres undefined)
  -0.3	-3	-37	·	1.2	4.1	1.2	-9	·	37
COc1ccc(-c2cc(=O)oc3c(C)c(O)c(CN(C)C)cc23)cc1
  -0.5	-7	-20	-2	2.0	0.3	-2.8	-2&1	·	24
COc1cccc(C(=O)Nc2cc(=O)n(C)c(=O)n2C)c1
  -0.4	-2	16	·	1.6	-1.2	-4.0	-1	3	-16
COCC(=O)N(C)c1nnc(-c2cnc(C)cn2)s1
  -1.5	4	15	2	0.6	-0.2	-0.4	·	15	-15

Further records follow.
The line under a structure holds: CAL PDZ FP-2	Tat transport	SR-BI DiI-HDL act	CAL PDZ FP-1	phage Ecoli inh	AddAB inh	Ecoli viability	Wnt bcat act	MITF act	SR-BI HDL uptake
CCN(CC)C(=O)C1CCC(CNS(=O)(=O)c2cccc3cccnc23)CC1 (centres undefined)
  0.0	11	-2	-6	5.1	4.2	0.3	-2	-14	2
Cc1nn(-c2ccccc2)c(C)c1/C=N/NC(=O)c1ccccc1O
  -1.4	0	-26	-2	1.5	·	·	5	8	26
COn1c(SCC(N)=O)nc2ccccc2c1=O
  -1.7	1	16	-1	4.9	0.2	0.7	·	-10	-16
Cc1nn(Cc2ccc(C(=O)N3CCOCC3)o2)c(C)c1Br
  -0.9	-10	-10	1	-0.4	0.0	-1.3	-2	-9	10
CCOC(=O)N1CCN(Cc2nc3cc(NC(=O)c4ccco4)ccc3n2C)CC1
  -2.4	-10	-7	-5	-1.1	1.2	-2.5	1	-6	7
Cc1cc(C(=O)NCCCN2CCOCC2)n(-c2ccccc2)n1
  -1.8	-4	·	·	-0.2	0.2	-0.2	-2	-7	·
Cc1c(CN(C)C)c2c(n1Cc1ccccc1)C(=O)c1ccccc1-2
  1.0	-9	11	-1	3.3	-0.6	-2.4	·	25	-11
COc1cccc(C(=O)NOCc2ccccc2)c1OC
  -0.3	3	8	0	0.3	-0.6	-1.4	26	57	-8
Cc1ccc(-n2c(SCC(N)=O)nnc2-c2ccco2)cc1
  23	8	10	1	-0.1	1.6	-3.4	-2	·	-10
CCCc1nc(NCc2ccncc2)c2nnn(Cc3ccccc3F)c2n1
  -2.8	-10	-19	-1	1.8	2.1	-1.9	·	-21	19
COC(=O)/C=C/c1sc2nc(C)cc(C)c2c1N=CN(C)C
  -0.2	-5	-39	4	4.7	·	·	10	-9	39
CCSc1sccc1C1C(C#N)=C(N)N(c2cccnc2)C2=C1C(=O)CCC2 (centres undefined)
  ·	-4	7	2	2.6	3.5	-1.4	4	·	-7
CCc1nnc(NC(=O)C2CC(=O)N(C3CCCC3)C2)s1 (centres undefined)
  -2.9	2	24	-4	1.4	1.7	-1.6	0	1	-24
S=C(NCCCN1CCOCC1)NCCCN1CCOCC1
  -0.3	9	-5	4	0.3	3.2	2.2	-1	-7	5
Cc1c(C(=O)NCCSCc2cccc(C(F)(F)F)c2)cnn1-c1ccc(Cl)cc1
  0.6	19	-21	-8	-0.6	2.0	-0.6	-2	1	21
CC(C)(C)NC(=O)CN(Cc1ccccc1)S(=O)(=O)c1ccccc1
  0.3	5	0	·	0.7	-2.0	-2.5	-1	-7	0
